Compound activity as filed in PubChem.
TRPC4 PAM: allosteric potentiators of mouse TRPC4 channel. HEK293 TRPC4beta/mu-opioid, DAMGO EC20, Fluo-4 Ca2+ flux; active compounds read high. B-score at 10 µM. hit rate 0.42% among 310,000. AID 2227;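 active = B-score of calcium response area above 5 SD of library B-scores, with initial fluorescence ratio within 5 SD of library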;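 note: B-score of integrated fluorescence ratio over time as area under calcium response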
TRPC4 act: TRPC4 (mouse) channel activation; HEK293 TRPC4beta/mu-opioid, Fluo4 calcium fluorescence; active compounds read high; B-score at 10 µM; hit rate 0.49% among 310,000; AID 2237;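 active = B-score above 5 SD of library B-scores, and initial fluorescence ratio not above library mean plus 5 SD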;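 note: positive B-score marks a calcium rise read as TRPC4 activation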
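Assay system – TRPC4beta and mu-opioid receptor HEK293 stable cells · Measured by – Fluo4 fluorescence, kinetic · Schedule – dye loading 45 min room temperature, 110 s kinetic read · Read-out – B-scored integrated calcium fluorescence ratio · Controls – buffer and maximal DAMGO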
KCNQ1 block: blocks the human KCNQ1 potassium channel; P51787; AID 2642; CHO-K1 KCNQ1, FluxOR thallium flux fluorescence; active compounds read high; hit rate 1.3% among 310,000; B-score at 10 µM;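 active = compounds whose thallium flux B-score, printed positive for inhibition, exceeds three library SD while starting fluorescence stays within three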;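 note: channel opened by potassium depolarization with thallium stimulus after 20 min compound exposure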
Target sequence (P51787 whole entry, looked up): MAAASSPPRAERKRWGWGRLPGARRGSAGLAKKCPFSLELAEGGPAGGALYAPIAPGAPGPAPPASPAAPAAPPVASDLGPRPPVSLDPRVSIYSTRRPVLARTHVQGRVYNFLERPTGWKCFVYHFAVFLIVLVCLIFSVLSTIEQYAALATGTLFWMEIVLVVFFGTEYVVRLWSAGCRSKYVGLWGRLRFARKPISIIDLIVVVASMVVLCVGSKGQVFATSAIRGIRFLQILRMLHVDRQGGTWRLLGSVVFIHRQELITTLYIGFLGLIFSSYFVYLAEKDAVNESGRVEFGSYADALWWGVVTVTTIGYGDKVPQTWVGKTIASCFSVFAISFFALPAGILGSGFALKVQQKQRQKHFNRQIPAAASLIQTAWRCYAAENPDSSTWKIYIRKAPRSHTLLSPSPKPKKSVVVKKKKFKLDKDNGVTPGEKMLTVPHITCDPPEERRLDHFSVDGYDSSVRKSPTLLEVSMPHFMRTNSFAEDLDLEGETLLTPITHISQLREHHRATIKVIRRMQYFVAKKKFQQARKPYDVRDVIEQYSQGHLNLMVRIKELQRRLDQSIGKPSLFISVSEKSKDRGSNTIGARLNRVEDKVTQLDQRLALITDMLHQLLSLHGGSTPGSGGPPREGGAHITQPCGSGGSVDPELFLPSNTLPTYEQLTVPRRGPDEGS
Dyrk1A ADPGlo: blocks rat Dyrk1A kinase activity. Q63470. ADP-Glo luminescence, NFATc1 peptide. AID 504441. hit rate 0.43% among 310,000. inhibition, % at 12.5 µM; in the data active = inhibition above about 50%;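 note: plate controls were vehicle with enzyme for no effect and no enzyme for full effect; many of its hits are not listed in these tables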
TRPC4 block: blocks the mouse TRPC4 cation channel; AID 2247; B-score at 10 µM; Q9QUQ5; hit rate 0.39% among 300,000; HEK293 TRPC4beta/mu-opioid, DAMGO-evoked Fluo4 calcium flux; active compounds read low;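 active = B-score over 3 SD under the library average, no early fluorescence shift, positive overall ratio signal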
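Assay system: TRPC4beta/mu-opioid receptor HEK293 cell line; compound dosing: single concentration per test compound; detection: Fluo4 Ca2+ flux fluorescence; evaluation: per-well B score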
Platelet DG rel: modulates dense granule release in human platelets; human platelet-rich plasma, SFLLRN dense granule ATP release, luminescence; inhibition, %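 (compounds screened at 7.5 µM in platelet-rich plasma)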; hit rate 0.22% among 300,000; AID 1663;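 active = mean replicate score, as percent of positive control, at or above 50; inconclusive = mean below 50 but at least one replicate at or above 50; inactive = mean and every replicate below 50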
KCNK9 inh: blocks the human KCNK9 two-pore domain potassium channel; B-score at 10 µM; Q9NPC2; hit rate 1.2% among 310,000; HEK293 KCNK9, FluxOR thallium flux fluorescence; active compounds read low;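 active = ratio B-score over 3 SD below the library mean, with starting fluorescence within 5 SD of its mean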;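 note: negative B-score means less thallium flux so channel inhibition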
Target sequence (Q9NPC2 whole entry, looked up, the tested form may be a part): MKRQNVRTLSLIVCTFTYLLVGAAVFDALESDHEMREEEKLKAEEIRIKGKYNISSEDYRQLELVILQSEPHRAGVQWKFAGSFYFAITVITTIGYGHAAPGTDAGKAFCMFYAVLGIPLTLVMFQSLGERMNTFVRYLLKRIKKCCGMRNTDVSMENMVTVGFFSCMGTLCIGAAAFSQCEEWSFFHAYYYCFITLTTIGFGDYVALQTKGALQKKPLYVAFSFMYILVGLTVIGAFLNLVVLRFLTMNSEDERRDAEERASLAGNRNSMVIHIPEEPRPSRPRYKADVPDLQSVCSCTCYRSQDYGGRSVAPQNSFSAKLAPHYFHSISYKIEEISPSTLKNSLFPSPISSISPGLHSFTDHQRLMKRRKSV
KCNQ1 act: potentiates or activates the human KCNQ1 potassium channel; P51787; CHO-K1 KCNQ1, thallium flux FluxOR fluorescence; active compounds read high; AID 2648; hit rate 0.35% among 310,000; B-score at 10 µM;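 active = fluorescence ratio B-score, a plate-corrected score, at least three library SD, with initial intensity B-score within 5 SD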
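Assay system: stable KCNQ1 CHO-K1 line; medium: assay buffer, equal DMSO in all wells; timing: 90 min dye loading and 20 min compound exposure, both at room temperature; technique: kinetic FluxOR thallium fluorescence, 10-s 1-Hz baseline, 110-s post-stimulus read; read-out basis: B score of baseline-normalized fluorescence ratio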
hERG protect: compounds protecting human hERG from proarrhythmic drug block; hit rate 0.51% among 310,000; CHO-hERG, FluxOR thallium flux, dofetilide IC70 present; Q12809; activation (rescue from dofetilide block), less the hit threshold, % at 10 µM;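 active = activation above the mean of controls blocked by dofetilide plus 5 SD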;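 note: thallium influx through hERG after potassium depolarization seen as dye fluorescence rise; in these data hits start at about 4.7%; inactives centre near -7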
KCNK3 block: human KCNK3 channel inhibition, primary screen; CHO-KCNK3 thallium flux, FluxOR fluorescence; active compounds read low; hit rate 0.84% among 340,000; B-score at 10 µM; AID 602410; O14649;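 active = B-score under library mean minus 4 SD, starting fluorescence ratio at most library mean plus 5 SD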;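 note: more negative B-score means stronger inhibition of thallium flux through KCNK3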
PolyA inh: inhibitors of polyadenylation in S. cerevisiae; S. cerevisiae SKY197-pL101 polyadenylation reporter, beta-gal luminescence; efflux-impaired pdr1/pdr3 knockout yeast; score 100 = 6 SD above DMSO; hit rate 0.02% among 300,000; AID 1875; calls only at 12 µM;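 active = lowest replicate activity score at least 50, where 100 means six control SD above control mean; inconclusive = lowest score under 50 but half or more replicates reach 50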;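 note: yeast exposed to compound for 9 h at 30 °C; higher score means more reporter readthrough which indicates perturbed polyadenylation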
* = called active by the depositor; i = inactive; ? = inconclusive; · = not tested or not shown. Not all compounds are listed; the hit share may differ from the screen's.

Values run as follows: TRPC4 PAM | TRPC4 act | KCNQ1 block | Dyrk1A ADPGlo | TRPC4 block | Platelet DG rel | KCNK9 inh | KCNQ1 act | hERG protect | KCNK3 block | PolyA inh
#1 Cc1cc(C(=O)CSc2nc(N)cc(=O)[nH]2)c(C)n1-c1ccc(OC(F)F)cc1
  i | i | i | -1.7 | i | -7.5 | i | i | -20.1 | i | i
#2 O=C1NC(=Nc2cccc(O)c2)S/C1=C\c1cccc([N+](=O)[O-])c1
  i | i | i | 6.9 | i | 5.8 | i | i | 0.9 | i | i
#3 CC(=O)Nc1ccc(S(=O)(=O)N(C)CC(=O)Nc2cccc(S(=O)(=O)N3CCCC3)c2)cc1
  i | i | i | 1.2 | i | -3.0 | i | i | -12.0 | i | i
#4 CCOc1ccc(CNC(=O)c2ccc(Sc3ccc(C)cc3)c(NC(C)=O)c2)cc1OC
  i | i | i | -3.8 | i | -1.6 | i | i | -2.9 | i | i
#5 COc1ccc(Nc2cc(Nc3cc(OC)c(OC)c(OC)c3)ncn2)cc1
  i | i | i | 1.8 | i | 13.4 | i | i | -7.1 | i | i
#6 CCCn1cc(SCC(=O)NCc2ccc3c(c2)OCO3)c2ccccc21
  i | i | i | -3.5 | i | 2.1 | i | i | -11.1 | i | i
#7 COC(=O)CCCC1=CC2=C(c3ccccc3)C(=O)C(C)(OC(=O)C3CCCC3)C(=O)C2=CN1c1ccc(OC)cc1 (stereo unspecified)
  i | i | i | -18.2 | i | -0.6 | i | i | -9.5 | i | i
#8 Cc1nn2c(c1-c1ccccc1)NC1=C(C(=O)CCC1)C2c1ccccc1 (stereo unspecified)
  i | i | i | -18.6 | i | 1.5 | i | i | -2.5 | i | i
#9 O=C(N/N=C/c1cccc(Cl)c1)C(c1ccncc1)N1CCOCC1 (stereo unspecified)
  i | i | i | 10.7 | i | 13.3 | i | i | -0.9 | i | i
#10 COc1ccc(OC)c(C(=O)NC(CC(N)=O)c2ccc(N3CCCCCC3)c([N+](=O)[O-])c2)c1 (stereo unspecified)
  i | i | i | 34.0 | i | 5.5 | i | i | -12.3 | i | i
#11 Cc1cc2nc(CO)[nH]c2cc1C
  i | i | i | 4.3 | i | 5.1 | i | i | -2.7 | i | i
#12 COc1ccc(-n2c(=O)c3ccccc3n(CC(=O)NCc3ccco3)c2=O)cc1
  i | i | i | -0.4 | i | 10.5 | i | i | -7.9 | i | i
#13 Cc1cc(C)n2nc(C(=O)OCC(=O)N3C(C)CCCC3C)nc2n1 (stereo unspecified)
  i | i | i | -4.3 | i | 26.7 | i | i | -12.8 | i | i
#14 O=C(NCc1ccc(Cl)cc1)c1ccc2ccccc2n1
  i | i | i | 3.0 | i | 17.6 | i | i | -11.8 | i | i
#15 O=C(CN(Cc1ccccc1)S(=O)(=O)c1ccc(Br)cc1)N/N=C/c1ccccc1C(=O)O
  i | i | i | 0.9 | i | -0.9 | i | i | -6.0 | i | i
#16 CN(C)/N=C/c1cc(Cl)cc([N+](=O)[O-])c1O
  i | i | i | -1.5 | i | 1.5 | i | i | -4.4 | i | i
#17 COc1ccc(CN(C(=O)Cc2cccs2)C(C(=O)NC2CCCC2)c2ccncc2)cc1 (stereo unspecified)
  i | i | i | 0.6 | i | -0.1 | i | i | -1.5 | i | i
#18 c1ccc(-c2nc(N3CCOCC3)c3ccccc3n2)nc1
  i | i | i | -0.6 | i | 1.4 | i | i | -6.9 | i | i
#19 CCOP(=O)(OCC)C(Nc1ccccn1)c1ccccc1 (stereo unspecified)
  i | i | i | -4.0 | i | -10.3 | i | i | -1.2 | i | i
#20 O=C(O)c1cc(-c2ccc(Cl)cc2)n(-c2ccc(F)cc2)n1
  i | i | i | 1.4 | i | -3.1 | i | i | -8.5 | i | i
#21 CCOC(=O)c1ccccc1NC(=S)N1CC(C)CC(C)C1 (stereo unspecified)
  i | i | i | -3.6 | i | -6.3 | i | i | -7.2 | i | i
#22 COc1ccc(Nc2nc(-c3ccc4c(c3)NC(=O)CO4)cs2)cc1
  i | i | i | -2.4 | i | -0.2 | i | i | -16.0 | i | i
#23 C/C(=N\NC(N)=S)c1cc(-c2ccccc2)c(-c2ccccc2)s1
  i | i | i | 1.7 | i | -12.2 | -8.03* | i | -11.0 | i | i
#24 Cc1ccc(/C=N/NC(=S)N2CCOCC2)cc1
  i | i | i | -1.8 | i | -0.8 | i | i | -3.8 | i | i
#25 Cc1ccc(CN2C(=O)C3CCCN3c3ncccc32)cc1 (stereo unspecified)
  i | i | i | 0.4 | i | 11.3 | i | i | -6.7 | i | i
#26 Cc1cc(C)cc(NC(=O)C2CCN(c3nc(C)cc(C)n3)CC2)c1
  i | i | i | · | i | 11.7 | i | i | -7.8 | i | i
#27 CCCS(=O)(=O)N1CCN(C2CCC(C)CC2)CC1 (stereo unspecified)
  i | i | i | -20.6 | i | 0.2 | i | i | -6.1 | i | i
#28 Cc1cc(NCCCn2ccnc2)n2nc(C)c(-c3ccc(Cl)cc3)c2n1
  i | i | i | 3.5 | i | 3.5 | i | i | -28.6 | i | i
#29 Oc1ccc(C[C@H]2CNCCN2CCc2cccc(F)c2)cc1
  i | i | i | -0.6 | i | -0.8 | i | i | -7.2 | i | i
#30 CCCCN1CC(O)=C(c2nc3ccccc3s2)C1=N
  i | i | i | 3.0 | i | 0.5 | i | i | -5.6 | i | i

Only KCNQ1 act, KCNK9 inh and Platelet DG rel (2 entries from above):
| # | SMILES | KCNQ1 act | KCNK9 inh | Platelet DG rel |
| --- | --- | --- | --- | --- |
| 25 | Cc1ccc(CN2C(=O)C3CCCN3c3ncccc32)cc1 (stereo unspecified) | i | i | 11.3 |
| 26 | Cc1cc(C)cc(NC(=O)C2CCN(c3nc(C)cc(C)n3)CC2)c1 | i | i | 11.7 |

Continued.
Values run as follows: TRPC4 PAM | TRPC4 act | KCNQ1 block | Dyrk1A ADPGlo | TRPC4 block | Platelet DG rel | KCNK9 inh | KCNQ1 act | hERG protect | KCNK3 block | PolyA inh
#31 CC(=O)c1ccc(N2C(=O)C3C(C2=O)C(C(=O)c2ccc(Cl)cc2)N2CCCC32)cc1 (stereo unspecified)
  i | i | 8* | · | i | · | i | i | -19.9 | · | ·
#32 CC(C)(C)c1ccc(S(=O)(=O)n2c(CN3CCOCC3)nc3ccccc32)cc1
  i | i | i | 3.1 | i | -0.3 | i | i | -11.5 | i | i
#33 CC(C)[C@H](NC(=O)c1ccccc1F)C(=O)NCCc1ccccc1
  i | i | i | -6.7 | i | -8.5 | i | i | -2.9 | i | i
#34 COC(=O)c1c(NC(=O)CCCC(=O)O)sc(C)c1C
  i | i | i | 12.8 | i | -3.8 | i | i | -5.9 | i | i
#35 O=C(O)CC1C(=O)NCCN1C/C=C/c1ccccc1 (stereo unspecified)
  i | i | i | 0.3 | i | 5.0 | i | i | -10.4 | i | i
#36 CCC(C(=O)NC1CCCCC1)n1nc(C)c2c(C)n(-c3ccccc3)nc2c1=O (stereo unspecified)
  i | i | i | 1.0 | i | -20.8 | i | i | -8.8 | i | i
#37 Cc1ccc(C2NC(=O)NC(O)(C(F)(F)F)C2C(=O)c2ccccc2)o1 (stereo unspecified)
  i | i | i | -0.1 | i | 2.7 | i | i | -11.2 | i | i
#38 Cn1c(=O)c2c(O)c(C=Nc3ccc(F)cc3)c(=O)n(C)c2n(C)c1=O
  i | i | i | · | i | -7.8 | i | i | -2.4 | · | i
#39 CC(C)(C)N=C1NN=C(c2ccc(S(=O)(=O)N3CCCCC3)cc2)CS1
  i | i | i | -6.2 | i | 1.5 | i | i | -9.2 | i | i
#40 Cc1cccc(-c2ccc(C=Nc3c(C)n(C)n(-c4ccccc4)c3=O)o2)c1
  i | i | i | -4.6 | i | · | i | i | -5.8 | i | ·
#41 COC(=O)CCC(=O)OC1(C)C(=O)C2=CN(Cc3ccc(OC)cc3)C(c3ccc(OC)cc3)=CC2=C(Br)C1=O (stereo unspecified)
  i | i | i | 2.4 | i | 2.3 | i | i | -5.7 | i | i
#42 Cc1ccc2nc(-c3cccc(NC(=O)c4ccc5c(c4)OCCO5)c3)oc2c1
  i | i | i | 24.7 | i | 2.1 | i | i | -8.0 | i | i
#43 CC1CCN(CC(=O)Nc2cccc(Cl)c2)CC1
  i | i | i | · | i | -65.8 | i | i | -15.7 | i | i
#44 CCOC(=O)C1CCN(C(=O)c2ccccc2NS(=O)(=O)c2cc(C)ccc2C)CC1
  i | i | i | -0.4 | i | 2.6 | i | i | -8.4 | i | i
#45 CCOC(=O)/C(=N\Nc1ccccc1Cl)N1CC(C)OC(C)C1 (stereo unspecified)
  i | i | i | -3.8 | i | 3.0 | i | i | -17.1 | i | i
#46 COc1ccc(C2=NOC(C(=O)Nc3cccnc3)C2)cc1 (stereo unspecified)
  i | i | i | 7.4 | i | -0.3 | i | i | -10.2 | i | ·
#47 O=C(NC1CC1)C1=C[C@@H](c2ccc3c(c2)OCO3)C[C@@H](OCCCCO)O1
  i | i | i | 10.5 | i | 7.5 | i | i | -6.8 | i | i
#48 CCN(Cc1ccc(OC)c(F)c1)C(=O)C1CCCO1 (stereo unspecified)
  i | i | i | -3.6 | i | 3.3 | i | i | -1.4 | i | i
#49 CCc1noc(C)c1C(=O)N1CCN(S(=O)(=O)c2cc(C)ccc2C)CC1
  i | i | i | -5.7 | i | 1.9 | i | i | -9.1 | i | i
#50 COc1cccc(C(c2sc3nc(C)nn3c2O)N2CCN(c3ccccc3F)CC2)c1 (stereo unspecified)
  i | i | i | 0.3 | i | ? | i | i | -15.0 | i | i
#51 COc1cc(NC(=O)CCc2nnc3ccc(N4CCOCC4)nn23)cc(OC)c1OC
  i | i | i | -4.7 | i | 3.2 | i | i | -4.3 | i | i
#52 CCCCNc1c(-c2ccc(-c3ccc(C(C)=O)cc3)c(OC)c2)nc2cnccn12
  i | i | i | 3.7 | i | 3.0 | i | i | -10.6 | i | i
#53 COc1ccc(N2C(=O)CC(N3CCN(C4CCc5ccccc5C4)CC3)C2=O)cc1 (stereo unspecified)
  i | i | i | -2.3 | i | 1.7 | i | i | -9.1 | i | i

Shown as a hit in KCNK9 inh (from the list above):
nr | Structure | TRPC4 PAM | TRPC4 act | KCNQ1 block | Dyrk1A ADPGlo | TRPC4 block | Platelet DG rel | KCNK9 inh | KCNK3 block | PolyA inh
23 | C/C(=N\NC(N)=S)c1cc(-c2ccccc2)c(-c2ccccc2)s1 | i | i | i | 1.7 | i | -12.2 | -8.03* | i | i
